Bioassay records: PubChem BioAssay, Center for Chemical Genomics, University of Michigan
Dicer processing: inhibitors of Dicer pre-microRNA processing, primary screen, biochemical, cat-ELCCA, chemiluminescence; Endoribonuclease Dicer (Homo sapiens), Q9UPY3; cat-ELCCA pre-miR-21 Dicer processing; active compounds read high; z-score at 25 µM; 47,000 compounds, 6% hits; AID 1347074, 2019; in the data active = z-score above about 3, passing the limit was not always enough;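 note: plate controls were vehicle for no effect and no enzyme for full effect; higher signal means more uncleaved substrate so more Dicer inhibition; strong numbers were not always called active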
Active calls of the source: *. Not all compounds are listed, so the mix of outcomes need not match the whole.

SMILES | Dicer processing
Cc1ccc(-c2nc(NCCN3CCOCC3)c3ccccc3n2)cc1 | -0.2
CC1CCN(c2oc(-c3ccco3)nc2S(=O)(=O)c2ccccc2)CC1 | -0.06
Cc1sc(NC(=O)CN2CCOCC2)c(C#N)c1C | -0.28
O=C(NCc1ccccc1)c1ncc(C(F)(F)F)cc1Cl | -0.21
CC1(C)CC(=O)c2cc(OCc3ccc([N+](=O)[O-])cc3)c(OCc3ccc([N+](=O)[O-])cc3)cc2O1 | -0.07
CCCC(=O)N(c1ccc2oc(=O)sc2c1)S(=O)(=O)c1ccc(Br)cc1 | 1.1
COc1ccc(S(=O)(=O)NCCSc2nnnn2-c2ccccc2)cc1OC | 1.8
CCS(=O)(=O)c1ccc(O)c(NC(=O)c2cccs2)c1 | 1.2
C=CCOc1ccc(C2c3c(oc4cc(C)c(C)cc4c3=O)C(=O)N2c2ccccn2)cc1 (configuration not stated) | 0.53
Cc1ccc(/C(C#N)=C2C=C/C(=N\O)C(Cl)=C\2)cc1 | 2.6
CCCc1cc2c(=O)c(-c3ccc(C(=O)OCC)o3)c(C)oc2cc1O | -0.01
CN=C(C)/C(C(=O)OC)=C(/O)c1ccc(Cl)cc1Cl | 0.65
CCOC(=O)/C=C(\C)Nc1cccc(N/C(C)=C/C(=O)OCC)c1C | -0.68
Clc1ccc(Sc2c(-c3ccccc3)nc3sccn23)cc1 | 0.4
CCOC(=O)N1CCC(N2CCN(S(=O)(=O)c3ccc(OC)cc3)CC2)CC1 | 0.1
COc1ccc2c(c1OC)C(=O)OC2NC(=O)c1cnn(-c2ccccc2)c1N (configuration not stated) | -0.47
COCCOC(=O)C1=C(C)N=C2SCCC(=O)N2C1c1ccc(OC)cc1 (configuration not stated) | -0.18
Cc1ccc(N2C(=O)C3ON(c4ccccc4)C(c4ccco4)C3C2=O)cc1 (configuration not stated) | 1.2
CCN(CCS(=O)(=O)c1ccc(Cl)cc1)C(=S)Nc1ccccc1Cl | 0.44
COc1cccc(-c2ccc(-c3noc(-c4cc(OC)cc(OC)c4)n3)c(OC)n2)c1 | 0.29
CSc1cc(-c2ccc(Cl)cc2)nc(C(C)(C)C)c1 | 0.21
N#CC1CCN(c2ncccc2[N+](=O)[O-])CC1 | 1.2
CC(C)n1c2ccccc2c2ccccc21 | 0.68
COC(=O)CCC(CCC(=O)OC)(C(C)=O)C(=O)OC | 1
O=C(NCC1CCS(=O)(=O)C1)Oc1ccccc1 (configuration not stated) | 1.1

A draw from above in order of formula weight, largest number first.
SMILES | Dicer processing
CCOC(=O)N1CCC(N2CCN(S(=O)(=O)c3ccc(OC)cc3)CC2)CC1 | 0.1
CN=C(C)/C(C(=O)OC)=C(/O)c1ccc(Cl)cc1Cl | 0.65
Cc1sc(NC(=O)CN2CCOCC2)c(C#N)c1C | -0.28

More records follow:
SMILES | Dicer processing
COc1ccc(C2Nc3c(C)cccc3-c3cc(C)nn32)cc1OC (configuration not stated) | -0.04
Cn1nc(-c2ccc(Cl)cc2)cc1NC(=O)CCCC(=O)O | -0.69
O=C(O)CCc1ccc(-c2ccccc2)n1Cc1ccco1 | 0.22
O=C(Oc1c(-c2ccccc2)c(=O)n2c3c(c4cccc1c42)CCCC3)c1ccc([N+](=O)[O-])cc1 | 0.81
Cc1ccc(C(=O)CSc2nc3nc(C)cc(C)n3n2)cc1 | -1
S=c1[nH]ccn1-c1cc(Cl)ccc1Cl | -1
O=c1c2ccccc2nc2n1CCS2 | 0.2
CC(C)(C)c1ccccc1NC(=O)N1CCNC(=O)C1CC(=O)Nc1ccc(F)cc1 (configuration not stated) | -2.9
CC1(C)CC(=O)C=C(N2CCOCC2)C1 | -0.77
CCOC(=O)CC(=O)Nc1nc(C2COc3ccccc3O2)cs1 (configuration not stated) | 0.15
O=C(NCC1CCCO1)C1Sc2nnc(-c3ccccc3)n2NC1c1ccc(Cl)cc1 (configuration not stated) | 1.7
O=C(NCc1ccccc1)C1Sc2nnc(-c3ccccc3)n2NC1c1ccc(F)cc1 (configuration not stated) | 0.14
COc1cc(/C=N/n2c(C)nc3c(ncn3-c3ccccc3)c2=O)cc(OC)c1OC | -2.1
CC(C)Oc1ccccc1Cn1c(=O)sc2ccccc21 | -0.1
CC(=O)Nc1ccc(NC(=O)CC(C)(C)CC(=O)O)cc1 | -0.79
N#CC1=C(SCC(=O)Nc2ccc(Cl)cc2)NC(=O)CC1c1cccs1 (configuration not stated) | -2.8
CCCNC(=O)Cn1nc(C(F)(F)F)c2c1CCCC2 | -0.73
COC(=O)/C=C1\S/C(=N\c2ccccn2)N(c2cccc(SC)c2)C1=O | -0.02
O=c1c2ccccc2nc2n1CCN2Cc1ccccc1 | -0.6
CCCOC(=O)COc1ccc2c(=O)c(Oc3cc(C)cc(C)c3)coc2c1 | 1.9
COc1ccc(-n2[nH]c3[nH]c(-c4ccccc4)cc(=O)c3c2=O)cc1 | -1.6
COc1ccc(C(=O)O)c(Cl)c1OC | -0.43
O=S(=O)(Cc1nc(-c2ccc(Cl)s2)cs1)c1cccs1 | 0.85
COc1ccc(Cl)cc1NC(=O)OCc1ccc(-c2cc(C(F)(F)F)cc(C(F)(F)F)c2)o1 | -0.4
CSc1nc(-c2ccccc2)nc2[nH]c(-c3ccccc3)cc(=O)c12 | 0.47

Part of the list above, field by field.
Molecule: O=S(=O)(Cc1nc(-c2ccc(Cl)s2)cs1)c1cccs1
  Dicer processing = 0.85

Molecule: COc1ccc(Cl)cc1NC(=O)OCc1ccc(-c2cc(C(F)(F)F)cc(C(F)(F)F)c2)o1
  Dicer processing = -0.4

Reformatted as labelled records: part of the list above.
SMILES: C=CCOc1ccc(C2c3c(oc4cc(C)c(C)cc4c3=O)C(=O)N2c2ccccn2)cc1 (configuration not stated)
  Dicer processing: 0.53

SMILES: CSc1cc(-c2ccc(Cl)cc2)nc(C(C)(C)C)c1
  Dicer processing: 0.21

SMILES: O=S(=O)(Cc1nc(-c2ccc(Cl)s2)cs1)c1cccs1
  Dicer processing: 0.85

SMILES: CCCNC(=O)Cn1nc(C(F)(F)F)c2c1CCCC2
  Dicer processing: -0.73

Next compounds
SMILES | Dicer processing
N#C/C(=C\c1c(O)ccc2ccccc12)C(N)=O | 1.3
CC(=O)N1[C@@H](C(=O)O)C(C)(C)S[C@H]1c1ccccc1 | 1.4
CC1=C(C(=O)OCCOc2ccccc2)C(c2ccncc2)C2=C(CCCC2=O)N1 (configuration not stated) | 1.2
Cn1c(=O)[nH]c(=O)c2c1nc1n2CCN1Cc1ccco1 | -0.49
CCS(=O)(=O)n1nc(-c2ccccc2)nc1N | 3.3*
CC1CC(=O)N(c2cc(Cl)cc(Cl)c2)C(=O)C1 | 2.4
c1ccc(-c2nnc3sc(-c4cnccn4)nn23)cc1 | 1.6
CCOC(=O)CCS(=O)(=O)c1ccc(Cl)cc1 | 0.21
COC(=O)c1cn(CC(=O)N2CCOCC2)c2ccccc12 | 6*
FC(F)(F)c1cc(-c2cccs2)nc2c(-c3ccccc3)cnn12 | 0.49
O=C(Nc1ccccc1)OCc1cc(-c2ccc(Cl)cc2)oc1C(F)(F)F | -0.44
CC(C)C(=O)N(c1cc2sc(=O)oc2c2ccccc12)S(=O)(=O)c1cccs1 | -5.3
Cc1cccc(N(C)C(=S)Oc2ccc3ccccc3c2)c1 | 1.4
C=C(C)CSc1nnc2[nH]c(=O)cc(N)n12 | 2.9
Fc1ccc(C2=NN=C(c3ccc(F)cc3)CC(c3ccccc3)=C2)cc1 | -1.9
CCOC(=O)NNC(=S)Nc1ccc(OCc2ccccc2)cc1 | -1.2
Clc1ccccc1-c1nnc2sc(COc3ccccc3)nn12 | 1.6
Cn1c(=O)c2c(nc(NCCO)n2CCCc2ccccc2)n(C)c1=O | -0.3
CC(=O)c1ccn(S(=O)(=O)c2ccccc2)c1 | 0.14
S=c1[nH]nc2nnc3cc(Cl)ccc3n12 | -1
C=CCNC(=S)N1CCC(C(=O)c2ccc(C)cc2)CC1 | -0.73
O=C(Nc1sc2c(c1C(=O)O)CCCC2)c1cc2ccccc2o1 | 0.75
C=CCn1c(SCC(=O)c2ccccc2)nc2sc3c(c2c1=O)CCC(C)C3 (configuration not stated) | -0.13
O=C(Nc1nnc(-c2ccc3c(c2)OCO3)s1)c1ccc(Br)cc1 | 1.4
Cc1cc(=O)[nH]c(N/N=C\c2cccc3ccccc23)n1 | 3.3*
Next results follow:
SMILES | Dicer processing
O=S1(=O)CCC(NS(=O)(=O)c2ccc(-c3ccccn3)s2)C1 (configuration not stated) | -1.4
CC(C)Nc1cc(C(F)(F)F)c(C(=O)Nc2ccc(Cl)cc2Cl)cn1 | -1.6
O=[N+]([O-])c1c(Nc2ccc(Cl)cc2)ncnc1Nc1ccc(Cl)cc1 | 3.5*
COc1ccc(-n2ccsc2=S)cc1 | 4.7*
CCN1C(=O)C2(/C(=C(/O)c3ccc(C)c(F)c3)C(=O)C(=O)N2CCCN(C)C)c2ccccc21 (configuration not stated) | 2.6
Cc1cc(S(=O)(=O)c2ccc(Cl)cc2)sc1C(=O)NCC(O)c1ccccc1 (configuration not stated) | 0.37
Cc1c(NC(=O)CN(c2ccccc2)S(=O)(=O)N(C)C)c(=O)n(-c2ccccc2)n1C | 2.6
CC1CC(NC(=S)NC(=O)c2ccc(Cl)c(Cl)c2)CC(C)(C)C1 (configuration not stated) | 1
COc1cc(C2C3=C(CC(C)(C)CC3=O)NC3=C2C(=O)CC(C)(C)C3)ccc1O | 1.8
CC(Nc1ncnc2ccccc12)C(=O)O (configuration not stated) | 3.3*
CC(C)(C)OC(=O)NCC(=O)NNC(=S)NCc1ccccc1 | -1.7
Fc1cccc(CN2CCN(Cc3ccccn3)CC2)c1 | 0.51
CC(C[N+](C)(C)C)OC(N)=O (configuration not stated) | 0.68
Fc1cccc(CN2CCC(N3CCCC3)CC2)c1 | 0.41
CCc1ccc(C2C(C(=O)OCCOC)=C(C)NC3=C2C(=O)CC(c2ccccc2)C3)cc1 (configuration not stated) | 1.4
CN(C)NC(=O)Nc1csnc1-c1c(Cl)cccc1Cl | -0.29
Cc1ccc(/C(C#N)=C2C=C/C(=N\O)C(Cl)=C\2Cl)cc1 | 2.2
Cc1csc2sc(-c3ccnc(SCC(=O)c4ccc(Cl)cc4Cl)n3)c(C)c12 | -0.77
CCCc1c(C)nc(SCc2ccc(Cl)cc2)[nH]c1=O | 2.5
Cn1c(=O)c2c3nc4ccccc4cc3c(=O)n(C)c2n(C)c1=O | 2.2
CCOC(=O)c1c(C)csc1NC(=O)c1ccccc1Cl | -0.16
COc1ccccc1C1OC(=O)C[C@H]1C(=O)Oc1cccc(C(F)(F)F)c1 (some centres not stated) | -0.29
CC(C)c1ccc(N=Nc2c(O)[nH]c(=S)[nH]c2=O)cc1 | 0.52
COc1ccc(OC)c(S(=O)(=O)N2CCN(C)CC2)c1 | -1.2
O=C1CC2(CCCC2)C(=O)N1C1CCN(c2ncc(C(F)(F)F)cc2Cl)CC1 | -0.78
The results go on.
SMILES | Dicer processing
O=C(NCc1ccco1)c1cnn2c1NC(c1ccc(Br)cc1)CC2C(F)(F)F (configuration not stated) | 5*
CCCOc1ccc(C2C(C(=O)OCCOC)=C(C)N=C3SCCC(=O)N32)cc1 (configuration not stated) | -0.75
O=C(CSc1nc2cc(Cl)ccc2o1)c1cc2ccccc2o1 | -1.1
Cc1ccc(NC(=O)C/C(N)=N/O)cc1Cl | 1.5
COc1ccc(COC(=O)C2=C(C)NC3=C(C(=O)CC(C)(C)C3)C2c2ccc(SC)cc2)cc1 (configuration not stated) | 1.9
CCCCNc1nc(C)nc2c1sc1nc3c(cc12)COC(C)(C)C3 | 2.5
Cc1ccc(C(C)NC(=S)Nc2ccc(Cl)cc2)c(C)c1 (configuration not stated) | -0.11
Cn1c(SCc2nc(-c3ccc(Br)cc3)no2)nnc1-c1ccco1 | -0.62
Fc1ccc(Cn2nnc3c(N4CCOCC4)ncnc32)cc1 | -0.29
Cc1ccc(OCC(O)CN2CCN(CCO)CC2)c(C)c1 (configuration not stated) | 1.4
Cn1c2c(c(=O)n(C)c1=O)CN(C1Cc3ccccc3C1)CN2 | -2.2
CCc1ccccc1N1CC(O)=C(c2nc3ccccc3s2)C1=N | 1.8
CCOC(=O)C(NC(=O)c1ccccc1Cl)(Nc1ccccn1)C(F)(F)F (configuration not stated) | 3.4*
COc1ccc(C2CC(c3cccs3)=NN2C(=O)CCC(=O)O)cc1 (configuration not stated) | 1.4
O=C1C(=O)N(CCCn2ccnc2)C(c2ccncc2)/C1=C(\O)c1ccc(F)cc1 (configuration not stated) | -0.79
O=C(O)CCCCCN1C(=O)c2cccc3cccc(c23)C1=O | -0.24
COc1ccc(-c2c3c([nH]c(=S)c2C#N)CCCCC3)cc1 | 0.83
CC12CCC(C(=O)O)(OC1=O)C2(C)C (configuration not stated) | 0.65
Cc1noc(N)c1-c1nc(-c2cccc(C(F)(F)F)c2)cs1 | 1.3
O=C(C1=C(O)C(=O)N(CCCN2CCOCC2)C1c1cccnc1)c1cccs1 (configuration not stated) | 1
CCN(C(=S)Nc1ccc(C)cc1)c1ccccc1 | 1.6
C=CCOc1ccc2c(=O)c(Oc3cccc(C)c3)coc2c1 | -0.01
O=C(Nc1ccc(Cl)cc1)c1cnc(Sc2ccccc2)cc1C(F)(F)F | -0.03
CCCN(CCC#N)C(=S)Nc1ccc(C)c(C)c1 | -0.34
Cc1ccc(-c2nnn(CC(=O)NNC(=O)N3CCOCC3)n2)cc1 | -1.1
COC(=O)c1cc(Br)c(C(=O)OC)cc1Br | -0.61

Some of the entries so far, with each value named:
O=C1C(=O)N(CCCn2ccnc2)C(c2ccncc2)/C1=C(\O)c1ccc(F)cc1 (configuration not stated)
- Dicer processing: -0.79

O=C(O)CCCCCN1C(=O)c2cccc3cccc(c23)C1=O
- Dicer processing: -0.24

COc1ccc(-c2c3c([nH]c(=S)c2C#N)CCCCC3)cc1
- Dicer processing: 0.83

CC12CCC(C(=O)O)(OC1=O)C2(C)C (configuration not stated)
- Dicer processing: 0.65
